Screens (PubChem BioAssay)
HSF-1 act = increases HSF-1 driven luciferase reporter signal; 300,000 tested, 1.7% active; NIH3T3-HGL HSF-1 luciferase reporter, MG132, 8 h; 100% = twice DMSO control signal; activation, % at 9 µM;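 active = mean replicate activation of at least 50% with a set share of replicates each reaching 50%; inconclusive = only one of those two conditions met; inactive = mean below 50% and too few replicates reaching it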;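 also: 0% = median of the neutral control wells and 100% = twice that signal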
AI-2 QS mod = modulates the Vibrio harveyi AI-2 quorum sensing system | Vibrio harveyi JMH597 AI-2 luminescence/OD600 ratio, 9 h; active compounds read low; strain lacks LuxN and CqsS sensors; 0 = neutral-control median | AID 2094 | 300,000 tested, 0.4% active | activity change, % at 7.5 µM; in the data active = activity change below about -75%, passing the limit was not always enough; inconclusive = no clear call, values can overlap the other calls;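 also: luminescence divided by OD600 gain over 9 h not by final OD600 alone; inactives centre near 13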
HSP90 inh = inhibitors of HSP90 luciferase refolding in rabbit reticulocyte lysate. inhibition, % at 5.6 µM. AID 1789. 290,000 tested, 0.91% active. luciferase refolding luminescence, 3 h;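 active = inhibition above the screen-wide mean plus 3 SD, computed separately per campaign, cut at about 16% in these data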;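 also: 0% = DMSO wells and 100% = 60 µM geldanamycin wells; inhibitors lower the luminescence because luciferase stays unfolded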
aSyn UTR inh = MLPCN primary screen, SNCA 5' untranslated region; AID 1813; 300,000 tested, 0.82% active; inhibition, % (tested at 7.5 µM); alpha-synuclein 5'UTR reporter, inhibitor activity; in the data active = inhibition above about 60%; inconclusive = no clear call, values can overlap the other calls;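 also: H4 neuroglioblastoma cells stably carrying SNCA 5'UTR luciferase fusion; 0% = DMSO wells and 100% = positive control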
Platelet DG rel = modulates dense granule release in human platelets; inhibition, %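 (compounds screened at 7.5 µM in platelet-rich plasma)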; AID 1663; 300,000 tested, 0.22% active; human platelet-rich plasma, SFLLRN dense granule ATP release, luminescence;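 active = mean replicate score, as percent of positive control, at or above 50; inconclusive = mean below 50 but at least one replicate at or above 50; inactive = mean and every replicate below 50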
KLF5 inhibitor = inhibitors of KLF5 expression | DLD-1 KLF5 promoter-luciferase reporter, luminescence | inhibition, % at 5 µM | 290,000 tested, 0.23% active | AID 1700;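 active = inhibition above a per-plate limit of that plate's mean compound inhibition plus 3 SD, cut at about 60% in these data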;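 also: 0% = DMSO wells and 100% = LY294002 at 200 µM; higher means less KLF5 promoter-driven luciferase light; inactives centre near -14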
HSF1 inh = HSF1 inhibition | NIH3T3-HGL HSE-luciferase, MG132-induced, luminescence 8 h; active compounds read low | activity change, negative = inhibition, % at 7.5 µM (by protocol) | 300,000 tested, 0.77% active | AID 2098;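 active = more than half of replicate wells show activity change below -50%, luminescence cut by over half; inconclusive = some wells, but at most half, below -50%; inactive = no replicate well below -50%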;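 also: luciferase reports HSF-1 transcriptional activity via heat shock element; 0% = median of DMSO wells and -100% = zero luminescence signal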
HIF activator = HIF pathway transcriptional activation. U2OS HRE-luciferase reporter, luminescence; normalized: DMSO 0%, desferrioxamine 100%. activation, % at 7.5 µM (by protocol). 300,000 tested, 0.32% active. AID 1910;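 active = mean activation of at least 10% of the iron chelator positive control signal, with at least half of replicates also reaching 10%; inconclusive = mean and replicate majority disagree about reaching 10%; inactive = mean and most replicates under 10%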
IEC-6 cytotox = counter-screen for KLF5 inhibitors: cytotoxicity in IEC-6 cells | 290,000 tested, 0.78% active | IEC-6 cytotoxicity, luminescence viability | AID 1825 | inhibition, % at 5 µM; in the data active = inhibition above about 22%;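 also: 0% = plate median of test compound wells and 100% = cytotoxic reference compound wells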
SKKanGAS inh = inhibitors of SKKanGAS S. pyogenes growth in kanamycin (SK-promoter or general growth effect); 300,000 tested, 1.3% active; BacTiter-Glo, 6 h; inhibition, % at 7.5 µM;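 active = mean replicate score, as percent of positive control median, at least 50; inconclusive = mean below 50 but one replicate at or above 50; inactive = mean and every replicate below 50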;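 also: strain carries kanamycin resistance gene driven by streptokinase promoter and grows in 40 µg/ml kanamycin; loss of luminescence reflects streptokinase promoter inhibition or plain growth inhibition; 0% = median of DMSO wells and 100% = positive control at its reference dose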
Numbers without * were called inactive; ? = inconclusive; / = not tested or not shown.

SMILES	HSF-1 act	AI-2 QS mod	HSP90 inh	aSyn UTR inh	Platelet DG rel	KLF5 inhibitor	HSF1 inh	HIF activator	IEC-6 cytotox	SKKanGAS inh
CC(=O)c1ccccc1C(=O)N1CCC(n2nccc2NC(=O)C2CC2)CC1	-7	15	-2	-10	3	-34	-2	-0.6	-6	8
c1ccc2c(-c3cc(C4CCNCC4)[nH]n3)cccc2c1	8	21	3	-4	-11	-18	2	-0.2	4	-3
O=C(NCc1ccccc1Cl)C1CCN(c2cnccn2)CC1	2	23	1	5	-1	-9	-7	0.1	3	-12
O=C(NCc1ccccc1Cl)c1cc2c(s1)CS(=O)(=O)C2	8	19	-1	-25	-1	-11	-1	0.1	8	-6
O=c1[nH]c(-c2ccccc2)cs1	-12	10	3	24	-4	-3	-6	-1.0	-5	3
O=C1c2ccccc2C(=O)c2c1ccc1c(=O)n(-c3ccccc3)[nH]c21	30	17	-2	-110	-8	-23	26	-0.4	6	42
CCc1ccccc1NC(=O)CNC(=O)c1ccccc1OCc1c(C)noc1C	2	28	/	4	-5	/	3	-0.3	/	25
CCOC(=O)c1cc(-c2ccc3c(c2)OCCO3)nc2c1c(C)nn2CCC#N	-15	31	5	19	-3	8	4	0.1	5	81*

More results
SMILES	HSF-1 act	AI-2 QS mod	HSP90 inh	aSyn UTR inh	Platelet DG rel	KLF5 inhibitor	HSF1 inh	HIF activator	IEC-6 cytotox	SKKanGAS inh
CCN1CCN(c2ccc(NC(=O)c3ccco3)cc2)CC1	-5	63	4	-36	27	-50	-6	1.3	-3	7
O=C(NCc1ccccn1)C(=O)N/N=C/c1ccccc1O	1	34	8	19	-2	-13	0	-0.1	-8	-2
O=C(COC(=O)Cc1ccc(Br)cc1)NC12CC3CC(CC(C3)C1)C2	-28	/	2	-10	/	-26	-7	0.1	0	21
CC1(c2nnc(-c3ccc(F)cc3)o2)CC(c2ccncc2)=NO1 (configuration not stated)	24	-13	/	-8	-5	/	3	-0.4	/	1
CC(C)c1ccc(NC(=O)CSC(C)c2nc3ccccc3c(=O)[nH]2)cc1 (configuration not stated)	-7	16	0	3	-4	-25	-6	0.6	-4	-4
CN(C)C(CNC(=O)C1CCN(C(=O)/C=C/c2ccccc2)CC1)c1ccccc1 (configuration not stated)	6	20	-4	-21	1	-44	-8	3.2	3	-3
O=C(c1ccc(S(=O)(=O)Nc2ccccc2)cc1)N1CCOCC1	0	6	-2	12	4	-26	-5	0.3	-5	-3
O=C(CCS(=O)(=O)Cc1ccccc1)Nc1nc2c(s1)CCCC2	-11	20	7	-9	-1	-9	-15	0.6	5	-4

Further records
SMILES	HSF-1 act	AI-2 QS mod	HSP90 inh	aSyn UTR inh	Platelet DG rel	KLF5 inhibitor	HSF1 inh	HIF activator	IEC-6 cytotox	SKKanGAS inh
CC(C)C(NS(=O)(=O)c1ccccc1)C(=O)N1CCCCCC1 (configuration not stated)	-5	19	-3	14	-1	-9	-8	-5.5	6	-3
CCOC(=O)C1=C(c2ccccc2)NC(=O)NC1c1cc(OCC)c(O)c([N+](=O)[O-])c1 (configuration not stated)	30	18	2	22	-4	-33	4	0.3	-1	1
C=C1CCN(C(C)C(=O)OC)S(=O)(=O)c2ccccc21 (configuration not stated)	19	31	/	1	3	/	4	0.0	/	0
CCCCc1ccc(-c2ccc(Br)cc2O)nc1	13	19	2	-6	-2	-37	4	1.0	-2	7
CSc1nccc(Oc2ccccc2Cl)n1	-9	-1	/	-47	-2	/	0	0.0	/	-3
COc1ccc(NC(=O)CO/N=C2\CCCc3nonc32)cc1	4	19	0	16	-14	-20	7	0.3	3	-3
C=CCOC(=O)C1=C[C@H](C2CCCCC2)C[C@H](OCc2ccc(CO)cc2)O1	6	5	/	12	-11	/	-3	1.3	/	7
CCOc1ccc(N(CC(=O)NCC2CCCO2)C(=O)CCC(=O)Nc2nccs2)cc1 (configuration not stated)	-10	8	-2	12	-7	-14	-2	-0.2	-2	-1

Following part.
SMILES	HSF-1 act	AI-2 QS mod	HSP90 inh	aSyn UTR inh	Platelet DG rel	KLF5 inhibitor	HSF1 inh	HIF activator	IEC-6 cytotox	SKKanGAS inh
COC(=O)CC1=C(C(=O)OC)C(c2ccc3c(c2)OCO3)C(C#N)=C(N)O1 (configuration not stated)	10	5	-1	2	-2	1	14	-0.5	-1	-2
Cc1cc(C)n2c(Br)c(CN3CCCC(C)C3)nc2n1 (configuration not stated)	6	9	3	-8	-6	-10	-10	0.2	3	2
Cc1ccc(S(=O)(=O)C(F)(F)F)cc1NC(=O)c1cccnc1	36	5	0	4	-2	-35	-8	0.1	-6	-8
CCCCCN(C(=O)CCC(=O)OCc1ccc(C(C)C)cc1)c1c(N)n(CCCC)c(=O)[nH]c1=O	19	7	/	20	-3	/	8	0.8	/	8
CCOC(=O)c1nnn(-c2ccc([N+](=O)[O-])cc2[N+](=O)[O-])c1C	43	27	4	-30	-14	-38	35	-0.8	2	5
CCCCNC(=O)N1CCCC(N(C)CCc2ccc(OC)c(OC)c2)C1 (configuration not stated)	12	4	5	15	6	-31	-4	-0.9	6	1
CC(O)COc1ccc(/C(=N/O)c2ccccc2)cc1 (configuration not stated)	11	-22	-4	-7	1	-47	4	1.9	-2	-3
Cc1cccc(NC(=O)c2ccc(OCC(=O)NCc3ccccc3)cc2)c1C	1	14	2	26	-3	-5	2	-0.3	-2	-10

(cont.)
SMILES	HSF-1 act	AI-2 QS mod	HSP90 inh	aSyn UTR inh	Platelet DG rel	KLF5 inhibitor	HSF1 inh	HIF activator	IEC-6 cytotox	SKKanGAS inh
CCCSc1ncc(Cl)c(C(=O)Nc2ccc(S(=O)(=O)N3CC(C)OC(C)C3)cc2)n1 (configuration not stated)	7	16	4	28	-4	-39	1	-0.3	0	15
Cc1nnsc1C(=O)N1CCCC(N2CCN(c3cccc(C(F)(F)F)c3)CC2)C1 (configuration not stated)	4	25	-5	13	-1	-18	5	0.4	3	-2
CC(C)C[C@H](NC(=O)N1CC(=O)Nc2ccccc21)C(=O)N[C@@H](Cc1c[nH]c2ccccc12)C(=O)O	-2	3	9	28	6	8	-5	-0.2	-2	-1
Cc1ccc(Cn2ccc(C3CC3)n2)cc1	30	10	-1	-101	12	-41	19	1.5	-6	4
Cn1cc(C(=O)c2ccc(Cl)cc2Cl)cc1C(=O)N/N=C(\N)COc1cccc(C(F)(F)F)c1	17	32	4	23	3	8	-2	-0.3	4	59*
CCCOc1ccccc1-c1nc(SCCC(=O)O)n[nH]1	-6	12	2	-17	31	-22	-5	-0.6	0	0
CCC1(CC)C(=O)C2=C3C1[C@H](C(=O)OC)CC(C(=O)OC)C[C@H]3[C@H]1C(=O)N(c3ccccc3)C(=O)[C@H]1[C@H]2C (some centres not stated)	-38	13	/	18	0	/	-29	0.4	/	-2
COc1cc2cc(CN(CCCO)S(=O)(=O)c3ccccc3)c(=O)[nH]c2cc1OC	-10	8	6	24	-15	1	5	1.1	5	4

The listing continues:
SMILES	HSF-1 act	AI-2 QS mod	HSP90 inh	aSyn UTR inh	Platelet DG rel	KLF5 inhibitor	HSF1 inh	HIF activator	IEC-6 cytotox	SKKanGAS inh
CN(C)S(=O)(=O)N1CCN(Cc2ccccc2)CC1	12	10	8	-9	10	-1	2	-0.3	6	1
NC(=O)C1(N2CCCCC2)CCN(Cc2nc3ccccc3c(=O)[nH]2)CC1	1	15	-3	22	9	-2	-8	0.1	0	0
CCc1ccc(NC(=O)Cn2nc(C)c([N+](=O)[O-])c2C)cc1	-3	-13	2	16	8	-3	-2	0.1	8	-1
COc1ccccc1-c1cc(C(=O)N/N=C/c2ccoc2)c2ccccc2n1	-4	25	0	16	25	-11	4	-0.3	2	2
Cc1nc(N)sc1C(=O)Nc1ccccc1	18	7	-1	-54	37	-40	-2	0.4	-3	8
O=C(O)c1ccc(COc2ccc(CO)cc2Cl)cc1	-21	26	4	-92	3	-68	-7	1.0	-1	5
COc1ccc(/C=C/C(=O)NCCN=C2NS(=O)(=O)c3ccccc32)cc1	4	29	-2	-24	3	0	-1	-0.1	-2	-1
CCC(=C(c1ccc(OC)cc1)c1ccc(OC)cc1)c1cn(CC(O)CN(CCO)CCO)c2ccccc12 (configuration not stated)	/	-7	3	/	-4	2	/	/	10	15

Continued.
SMILES	HSF-1 act	AI-2 QS mod	HSP90 inh	aSyn UTR inh	Platelet DG rel	KLF5 inhibitor	HSF1 inh	HIF activator	IEC-6 cytotox	SKKanGAS inh
O=C(N/N=C/c1ccccn1)c1ccccc1	23	1	2	-90	2	-55	-5	3.0	3	-8
CC1CCCN(C(=O)CSc2nnc(-c3c[nH]c4ccccc34)o2)C1 (configuration not stated)	25	23	38*	-14	7	1	13	0.2	0	-12
COc1cccc(/C=N/NC(=O)c2c(C)nc3ccc(Cl)cn23)c1OC	-4	24	-1	15	-1	-18	4	0.1	-2	3
COc1ccc(NC(=O)CN(c2ccc(F)cc2)S(=O)(=O)c2ccccc2)c(OC)c1	0	15	1	10	5	-24	2	-1.4	-6	14
COc1cc(O)sc1C=Nc1ccc(Cl)cc1	18	-4	2	-92	12	6	2	0.6	3	-10
Cc1ccc(NC(=O)CSc2n[nH]c(C)c2[N+](=O)[O-])cc1	-1	21	2	9	-15	8	1	0.2	4	2
O=C(Nc1ccc(OC(F)(F)F)cc1)C1CCCN(S(=O)(=O)c2cccnc2)C1 (configuration not stated)	10	-29	-1	-9	-2	15	-7	-24	-4	-2
Cc1cc(C)c2sc(N(CCCN(C)C)C(=O)c3ccc(Br)s3)nc2c1	1	42	2	-14	0	-12	-5	0.2	16	5

(further entries)
SMILES	HSF-1 act	AI-2 QS mod	HSP90 inh	aSyn UTR inh	Platelet DG rel	KLF5 inhibitor	HSF1 inh	HIF activator	IEC-6 cytotox	SKKanGAS inh
CCCc1nn(C)c(C(N)=O)c1[N+](=O)[O-]	-1	5	4	5	3	-10	-8	-0.2	3	-3
O=C(Nc1cccc([N+](=O)[O-])c1)Nc1ccc(Cl)cn1	-6	18	1	-21	3	-14	-10	0.0	4	3
CCCC(=O)Nc1nc(C)c(-c2csc(Nc3cc(OC)ccc3OC)n2)s1	0	25	-1	?	1	-7	3	-1.3	1	23
COc1ccc(C)cc1Nc1n[n+](C)c(-c2c3ccccc3cc3ccccc23)s1	2	21	-2	-16	-13	-6	5	-0.8	0	4
